MsrA inhibitor – inhibits bovine methionine sulfoxide reductase A; 360,000 compounds, 0.75% hits; AID 651718; purified bovine MsrA, absorbance read-out; inhibition, % at 15.5 µM; in the data active means inhibition above about 4.5%;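 further: 0% = vehicle wells with enzyme and 100% = reference inhibitor wells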
MsrA act – bovine methionine sulfoxide reductase A activation; activation, % at 10.6 µM; AID 602163; 360,000 compounds, 0.3% hits; purified bovine MsrA, absorbance read-out; in the data active means activation above about 7.5%;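 further: 0% = vehicle and 100% = reference activator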
NRP1-CendR mod – modulators of CendR peptide binding to human neuropilin-1; O14786; FAM-RPARPAR peptide binding to NRP-1, fluorescence polarization; inhibition, % at 25 µM; 360,000 compounds, 0.85% hits;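 active means inhibition or corrected inhibition above about 18%, plus a signal ratio from 0.5 to 1.5, limit read from the data, passing the limit was not always enough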; further: strong numbers were not always called active
Target sequence (O14786 whole entry, looked up): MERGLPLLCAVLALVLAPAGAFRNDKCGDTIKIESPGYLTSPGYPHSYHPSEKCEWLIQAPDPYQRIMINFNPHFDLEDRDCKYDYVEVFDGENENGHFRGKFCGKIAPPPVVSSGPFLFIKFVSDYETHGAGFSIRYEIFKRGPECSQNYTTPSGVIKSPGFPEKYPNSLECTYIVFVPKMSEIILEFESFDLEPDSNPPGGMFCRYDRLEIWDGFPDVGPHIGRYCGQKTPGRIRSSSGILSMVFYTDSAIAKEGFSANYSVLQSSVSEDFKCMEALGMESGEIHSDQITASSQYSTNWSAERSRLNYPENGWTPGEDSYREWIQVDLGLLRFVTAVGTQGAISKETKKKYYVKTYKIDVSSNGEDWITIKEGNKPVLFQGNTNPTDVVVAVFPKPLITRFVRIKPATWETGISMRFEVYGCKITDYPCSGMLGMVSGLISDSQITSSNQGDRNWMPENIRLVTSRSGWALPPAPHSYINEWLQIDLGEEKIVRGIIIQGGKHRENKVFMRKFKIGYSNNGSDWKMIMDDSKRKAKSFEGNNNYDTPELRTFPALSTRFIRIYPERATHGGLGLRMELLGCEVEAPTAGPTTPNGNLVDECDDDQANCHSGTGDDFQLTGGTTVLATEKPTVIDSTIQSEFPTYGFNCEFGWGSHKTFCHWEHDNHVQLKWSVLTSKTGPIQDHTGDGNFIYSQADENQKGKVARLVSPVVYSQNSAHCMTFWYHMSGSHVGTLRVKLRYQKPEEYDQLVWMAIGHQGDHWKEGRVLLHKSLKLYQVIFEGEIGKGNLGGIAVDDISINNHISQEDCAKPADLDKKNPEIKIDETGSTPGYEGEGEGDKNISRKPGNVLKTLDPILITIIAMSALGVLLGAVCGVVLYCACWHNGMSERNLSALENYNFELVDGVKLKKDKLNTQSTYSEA
Scp-1 inhibitor – inhibitors of human Scp-1 phosphatase | Recombinant Scp1, phosphopeptide, malachite green phosphate absorbance | Q9GZU7 | AID 493091 | inhibition, % at 20 µM | 340,000 compounds, 0.88% hits;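 active means inhibition above about 50% at 20 µM, limit read from the data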;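 further: plate controls were DMSO wells with enzyme for no effect and wells lacking enzyme for full effect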
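Test system: SCP-1 phosphatase catalytic domain, residues 76-261; measured by: colorimetric phosphate reagent with accelerator and stabiliser, absorbance at 630 nm; timing: enzyme reaction 45 min at room temperature, colour 5 min, stabilisation 30 min; also added: Phosphorylated 17-residue peptide substrate; compound dosing: one concentration, 20 µM, with 1.0% DMSO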
LMPTP block – blocks human LMPTP phosphatase | P24666 | recombinant LMPTP-A, OMFP fluorogenic substrate, fluorescence intensity | inhibition, % at 20 µM | 360,000 compounds, 0.22% hits | AID 651560;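 active means compounds that cut the enzyme signal by at least half of the control window in the single-dose screen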;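 further: plate controls were DMSO wells with enzyme plus substrate for no effect and substrate without enzyme for full effect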
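Test system – LMPTP-A enzyme · Amount – LMPTP-A at 0.625 nM final in the reaction · Buffer or medium – Bis-Tris pH 6.0, DTT, detergent · Reagent – OMFP 400 µM · Doses – single 20 µM dose · Schedule – reaction 50 min, room temperature, dark · Detection – fluorescence intensity of OMFP turnover product · Evaluation – percent inhibition versus substrate-only and uninhibited controls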
eLon inh – inhibitors of E. coli Lon protease | inhibition, % at 7.94 µM | purified E. coli Lon protease, fluorescence polarization | P0A9M0 | 360,000 compounds, 0.42% hits; in the data active means inhibition above about 13%, passing the limit was not always enough;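 further: 0% = enzyme with probe and DMSO and 100% = no enzyme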
SUMO1-SIM PPI – alters human SUMO1 binding to SIM partners; P63165; SUMO1 binding to a labelled peptide, TR-FRET, 1 h; inhibition, % at 20 µM; 360,000 compounds, 0.33% hits; AID 602429; in the data active means inhibition above about 37%
Target sequence (P63165 whole entry, looked up): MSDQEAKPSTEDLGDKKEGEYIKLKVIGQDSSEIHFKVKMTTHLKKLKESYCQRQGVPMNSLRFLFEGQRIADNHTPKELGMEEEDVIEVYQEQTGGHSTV
DNMT1 block – DNMT1 (human) enzyme inhibition; P26358; DNMT1 molecular beacon, Hinp1I cleavage, fluorescence; inhibition (reported as % activation of signal), % at 10 µM; 360,000 compounds, 0.83% hits; AID 588458; in the data active means inhibition above about 50%
TbMetRS inhib – Trypanosoma brucei MetRS inhibition | purified T. brucei MetRS, ATP depletion, Kinase-Glo luminescence | inhibition, % at 11.9 µM | 360,000 compounds, 0.4% hits;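 active means inhibition above a per-plate cutoff of the control wells' mean inhibition plus 3 SD, cut at about 5.5% in these data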;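 further: 0% = DMSO wells median and 100% = median of wells with control inhibitor compound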
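Dosing: 11.9 µM single point; system: parasite MetRS enzyme; technique: luminescence of leftover ATP; times: 15 min enzyme-compound preincubation, 2 h reaction, 10 min detection, 25 °C; replicates: each compound tested once; read-out basis: percent inhibition relative to median high and low control wells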
STEP inh – blocks human striatal-enriched tyrosine phosphatase | recombinant STEP, OMFP fluorogenic substrate, fluorescence | inhibition, % at 20 µM | 360,000 compounds, 0.25% hits | AID 588621;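 active means inhibition at 20 µM, scaled per plate between control wells, above about 37%, limit read from the data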;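 further: 0% = DMSO with enzyme and substrate and 100% = substrate only without enzyme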
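material = STEP tyrosine phosphatase | reagent = fluorogenic phosphatase substrate OMFP at 25 µM final | doses = single compound dose of 20 µM, 1% DMSO final | schedule = 20 min reaction, room temperature, in the dark | measured by = fluorescence, 480/540 nm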
* = called active by the depositor; x = not tested or not shown.

Sequence of screens: MsrA act	STEP inh	TbMetRS inhib	NRP1-CendR mod	MsrA inhibitor	DNMT1 block	SUMO1-SIM PPI	LMPTP block	eLon inh	Scp-1 inhibitor
> COc1ccc(S(=O)(=O)N(C)C[C@H]2Oc3c(NC(=O)NC4CCCCC4)cccc3C(=O)N([C@H](C)CO)C[C@@H]2C)cc1
→ 0	-1	-0.3	5	-0.8	-4	1	-1.0	2	-1
> Cc1ccc2cc(C#N)c(N3CCCN(C(=S)NCCCN(C)C)CC3)nc2c1
→ 0	2	1.3	-5	1.1	-5	-16	-2.0	1	-10
> CCOC(=O)Cc1csc(NC(=O)c2sc3nc4ccc(C)cc4cc3c2N)n1
→ -11	-3	-1.6	-92	1.8	-11	-1	-0.1	-53	9
> O=C(CN1C(=O)NC(c2ccccc2)(c2ccccc2)C1=O)N1CCCCC1
→ -3	-2	-0.2	-12	-0.6	3	2	0.0	-9	-7
> CN1C(c2ccccc2)CC(=NO)CC1c1ccccc1 (centres undefined)
→ -3	-3	-0.4	15	-0.9	4	6	2.4	1	-4
> CC(C)NC(=O)CC1OC(=O)c2ccccc21 (centres undefined)
→ -5	2	-0.8	-11	0.8	-1	-3	-0.7	10	-9
> Cn1cccc1C(=O)NCC(c1ccco1)N1CCCCC1 (centres undefined)
→ -5	0	-0.5	-6	-0.1	-3	12	2.0	-6	-1
> CC1(C)Oc2cc3oc(=O)ccc3cc2C[C@@H]1O
→ -3	-2	-0.1	-7	3.1	0	-7	-1.9	-5	-1
> CC(=O)NC12CC3CC(C1)CC(C(=O)N1CCN(S(=O)(=O)c4ccc(C(C)C)cc4)CC1)(C3)C2
→ -1	1	-0.4	-4	0.8	3	3	-0.7	3	-8
> O=C(Cn1nc(-c2cccc(Cl)c2)ccc1=O)Nc1ccccc1Br
→ -1	0	-0.4	-5	1.7	-3	-13	0.8	4	-8

The list goes on, overlapping the part above by 3 compounds.
Sequence of screens: MsrA act	STEP inh	TbMetRS inhib	NRP1-CendR mod	MsrA inhibitor	DNMT1 block	SUMO1-SIM PPI	LMPTP block	eLon inh	Scp-1 inhibitor
> CC1(C)Oc2cc3oc(=O)ccc3cc2C[C@@H]1O
→ -3	-2	-0.1	-7	3.1	0	-7	-1.9	-5	-1
> CC(=O)NC12CC3CC(C1)CC(C(=O)N1CCN(S(=O)(=O)c4ccc(C(C)C)cc4)CC1)(C3)C2
→ -1	1	-0.4	-4	0.8	3	3	-0.7	3	-8
> O=C(Cn1nc(-c2cccc(Cl)c2)ccc1=O)Nc1ccccc1Br
→ -1	0	-0.4	-5	1.7	-3	-13	0.8	4	-8
> COC(=O)CSc1nc2nc(C)cc(C)n2n1
→ 0	0	0.3	-14	-0.2	2	-1	-1.6	-6	0
> C=CCNc1oc(/C=C/c2ccccc2)nc1C#N
→ -1	-4	0.1	-6	4.0	-2	-11	1.0	2	-11
> O=C(O)c1cccc(OCc2ccccc2Cl)c1
→ -1	-2	-0.4	-18	0.0	-2	6	0.4	1	-3
> CCOC(CNC(=O)CCc1c(C)nc2ncnn2c1C)OCC
→ 0	-1	-0.3	-1	0.0	0	-3	-0.1	3	0
> Cc1ccc(CNC(=O)CSc2ccc(-c3cccs3)nn2)cc1
→ -3	0	0.1	-4	0.2	-9	-5	1.2	-2	-2
> Cc1ccc(N(C(=O)c2csnn2)C(C(=O)NC(C)(C)C)c2cccnc2)cc1C (centres undefined)
→ -2	-2	-0.5	-12	-0.5	0	-2	-0.4	1	2
> O=C(CN1C(=O)NC2NC(=O)NC21)N/N=C/c1ccccc1O (centres undefined)
→ -9	2	-0.6	18	0.9	0	3	-0.5	-1	2
> Cc1ccccc1-n1c(SCC(=O)c2cc(C)n(C)c2C)nnc1-c1ccncc1
→ -2	-2	-0.1	2	0.7	-10	1	-1.7	-1	-3
> COC(=O)COc1ccc(C)cc1-n1nc2ccccc2n1
→ -9	-4	-0.9	0	-0.1	4	2	-3.2	-4	-6
> N#Cc1ccc(NC(=O)COC(=O)CSc2nnc(-c3ccc(Cl)cc3)o2)cc1
→ -1	-1	-0.2	6	-1.0	-1	2	1.1	-2	-9
> COc1ccc(-n2cc(-c3ccccc3)c3c(NCCCN4CCOCC4)ncnc32)cc1
→ -1	1	0.4	13	0.9	0	4	-0.4	1	-3
> O=C(Nc1ncc(Cc2ccccc2)s1)C1CCCO1 (centres undefined)
→ -2	4	0.8	-13	0.3	1	5	-0.2	-1	-9
> COc1cccc(NC(=O)C2CCC(CNC(=O)[C@@H]3Cc4ccccc4CN3)CC2)c1 (some centres undefined)
→ -5	0	-0.9	3	-1.1	0	6	-0.7	3	-5
> Cc1ccc(NC(=O)CC(C)S(=O)(=O)c2ccc3c(c2)NC(=O)CO3)cc1C (centres undefined)
→ -2	0	-0.1	9	0.3	-1	4	0.6	-12	-1
> COc1cc(OC)c2c(-c3cccc(-c4ccc(O)cc4)c3)cc(=O)oc2c1
→ -9	-2	-1.7	-17	0.4	-18	-1	1.2	-6	33
> COc1ccccc1-n1c(SCC(=O)NC2CCS(=O)(=O)C2)nc2cc([N+](=O)[O-])ccc21 (centres undefined)
→ -3	0	-0.5	6	2.1	1	-13	-0.3	-3	-5
> COc1ccc(/C(N)=N/OC(=O)c2ccc(OC)c([N+](=O)[O-])c2)cc1OC
→ -5	-2	-0.5	7	0.1	-7	-13	0.6	-8	-3
> O=C(NC1CCCC1)C1c2ccccc2OCC(=O)N1Cc1cccnc1 (centres undefined)
→ -13	x	-1.6	-21	0.3	x	2	-0.7	-1	x
> C#CCN1C=CC(=O)[C@@H](OC(=O)Nc2ccc(OC)cc2)[C@H]1c1ccccc1Br
→ -3	-2	0.4	0	0.6	1	2	0.5	-6	-8
> O=C(O)c1ccc(Cl)c(NCc2cccs2)c1
→ -3	0	2.0	0	0.1	-1	3	0.6	-6	2
> COc1cccc(=O)c2c(C)n(-c3ccc(C(=O)O)cc3)c(C)c12
→ -2	18	1.2	-39	0.5	63*	24	3.0	27*	60*
> Clc1ccccc1-c1cccc2nccn12
→ -3	1	-0.3	-10	-0.7	2	5	5.0	-1	x
> O=C(COc1cccc2cccnc12)N1CCc2ccccc2C1
→ -3	2	-0.2	2	-1.6	-10	-5	-1.2	3	-13
> CCCc1nc2ccccc2n1C(C(=O)NC(C)(C)C)C1CC1 (centres undefined)
→ x	x	0.2	4	-1.0	x	4	-0.8	x	x
> COc1ccc2c(c1)c(C(C)=O)c(C)n2C
→ 6	-1	-0.9	-1	1.6	1	-2	0.0	-1	3
> CC(C)c1cc(-c2cc(-c3ccc(Cl)cc3)on2)nc(NCC2CC2)n1
→ 0	-1	-0.2	-3	0.2	5	-3	0.4	0	2
> c1ccc(COc2ccc(OCCCn3cncn3)cc2)cc1
→ 0	1	-0.2	6	0.1	0	1	-0.4	-2	0
> Cc1ccc(C(=O)/C=C/Nc2ccccn2)cc1
→ -9	1	-1.4	-2	1.9	1	-18	1.4	-8	1
> Cc1ccc(-c2csc(NNC(=O)c3ccccc3)n2)cc1
→ -9	-1	-1.1	4	1.1	-1	-2	-0.9	-14	-2
> Cc1cccc2cc3c(nc12)-c1ccccc1C3=O
→ -1	-1	0.3	5	0.1	5	-27	3.6	5	-7
> CCOC(=O)Cn1c(=O)oc2cc(S(=O)(=O)NCCc3ccc(C)cc3)ccc21
→ -1	-3	-0.6	2	-0.2	2	0	-0.1	-9	-15
> S=C(N/N=C/c1ccco1)NC1CC2CCC1C2 (centres undefined)
→ -3	11	-1.0	6	2.7	18	-2	9.9	-13	49
> COC(=O)[C@@]1(Cc2ccc(F)cc2)[C@H]2c3cc(C(=O)N4CCCC4)n(Cc4ccc(S(C)(=O)=O)cc4)c3C[C@H]2CN1C(=O)c1ccccc1
→ 0	x	-0.2	3	-0.9	x	5	0.9	0	x
> CCOc1ccccc1NC(=O)C(OC(=O)c1ccccc1)c1ccccc1 (centres undefined)
→ -3	-2	-0.2	-13	-0.5	2	-2	2.5	-7	-15
> CCCCn1c(N)c(N(CC(C)C)C(=O)CSc2ccccc2C)c(=O)[nH]c1=O
→ -7	-1	-0.1	8	0.6	2	0	-0.7	2	-4
> CCc1nnc(NC(=O)c2ccc(S(=O)(=O)N(CC)CC)cc2)s1
→ 0	0	-0.7	-9	1.8	3	-5	-0.2	0	-8
> Cc1ccc(CNC(=O)C2CC(=O)N(C3CCCC3)C2)cc1 (centres undefined)
→ -3	-3	-0.1	7	0.3	3	4	-0.9	-8	-8
> CN1C(=O)/C(=C\c2cc(N=Nc3ccccc3)ccc2O)SC1=S
→ -1	-1	-1.5	1	0.9	-18	-14	-0.3	-11	-17
> CN1C(=O)C(c2nnc(Nc3cccc4ccccc34)s2)C2CC1(C)Oc1ccccc12 (centres undefined)
→ 0	-1	-0.5	0	2.0	-8	-4	1.6	2	6
> NC(Cc1ccc(F)cc1)c1csc(Nc2cc(NCc3ccco3)ncn2)n1 (centres undefined)
→ 2	-1	-0.2	-2	2.0	-33	-11	-0.7	-11	x
> COc1ccc(/C=N/NC(=O)CN(C)S(=O)(=O)c2ccc(NC(C)=O)cc2)cc1
→ -1	2	-0.2	-4	-0.4	2	-2	-0.4	-7	-5
> Cc1ccc(/C=N/NC(=O)c2cc(C)oc2C)o1
→ 0	-3	0.0	10	2.1	-3	1	-0.3	-4	-6
> O=C(NCCc1ccccc1)C1CCC(Cn2c(=O)c3ccccc3n(Cc3cccnc3)c2=O)CC1 (centres undefined)
→ -2	2	0.3	-14	0.8	-5	2	4.1	3	-5
> Cc1noc(NS(=O)(=O)c2ccc(NC(=O)CSc3nc4ccccc4s3)cc2)c1C
→ -1	13	-0.7	-24	-0.3	0	24	-0.9	-4	-13
> CC1(C(=O)Nc2ccc3c(c2)OCO3)Cc2c(-c3cccc(C(N)=O)c3)ccnc2O1 (centres undefined)
→ -6	-4	0.5	-10	-0.6	4	1	-1.4	7	x
> O=c1[nH]c2c(s1)C=Nc1ccccc1N2
→ -14	-7	0.1	134	1.4	20	16	3.4	114*	3
> Cc1cc(C)cc(NC(=O)COc2coc(CN3CCN(c4ccccc4)CC3)cc2=O)c1
→ -4	0	-0.3	-5	0.6	0	3	-0.3	-10	-2
> CCCC1NC(=O)NC(C)=C1C(=O)OCC (centres undefined)
→ -1	-3	-0.3	13	-1.4	1	3	0.4	-1	-1
> CCN(CC(=O)Nc1ccc(OC)cc1)C(=O)c1cc(S(=O)(=O)N(C)C)ccc1N1CCCC1
→ -8	0	1.4	13	3.1	2	-15	-1.2	2	-1
> CCC(C)(C)n1nnnc1C(c1cc2ccc(C)cc2[nH]c1=O)N(Cc1cccnc1)Cc1ccco1 (centres undefined)
→ 2	2	0.1	-5	1.7	0	-1	-1.0	11	-8
